EZH2 inh: inhibitors of human EZH2/PRC2 methyltransferase. Q15910. PRC2 H3K27 methylation, DELFIA TRF, 1 h. inhibition, % at 12.5 µM. 0.35% of 57,000 active;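 active = mean inhibition of replicates at least 50% and every single replicate also reaching 50%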;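 note: dimethyl H3K27 on biotinylated H3 21-44 peptide detected by antibody; plate controls were median neutral control wells for no effect and median positive control wells for full effect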
IDH1 R132H inh: inhibitors of human IDH1 R132H; inhibition, % at 10 µM; O75874; AID 624101; 0.18% of 70,000 active; IDH1 R132H reductase, diaphorase/resazurin fluorescence, 60 min; in the data active = inhibition above about 34%;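 note: 0% = DMSO and 100% = no enzyme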
Target sequence (O75874 whole entry R132H): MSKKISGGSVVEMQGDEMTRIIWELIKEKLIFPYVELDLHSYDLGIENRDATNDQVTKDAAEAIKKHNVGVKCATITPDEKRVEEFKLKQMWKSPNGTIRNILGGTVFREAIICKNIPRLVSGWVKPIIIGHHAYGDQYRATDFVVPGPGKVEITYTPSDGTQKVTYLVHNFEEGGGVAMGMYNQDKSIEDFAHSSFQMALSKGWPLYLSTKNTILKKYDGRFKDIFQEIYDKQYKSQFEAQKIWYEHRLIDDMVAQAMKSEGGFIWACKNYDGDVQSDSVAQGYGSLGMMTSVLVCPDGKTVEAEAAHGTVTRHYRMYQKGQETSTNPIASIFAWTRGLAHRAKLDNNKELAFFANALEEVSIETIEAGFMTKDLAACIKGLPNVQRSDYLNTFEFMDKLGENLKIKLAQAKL
Starred values were filed as active, the others as inactive; . = no result given. These rows are one share of the data; count on the stated rates, not on these rows.

Every second line gives: EZH2 inh | IDH1 R132H inh
CNC[C@@H]1Oc2ccc(NC(=O)CCCN(C)C)cc2C(=O)N([C@H](C)CO)C[C@H]1C
  4.9 | .
Cc1noc(C)c1NC(=O)N(C)C[C@H]1Oc2c(NC(=O)Nc3ccccc3)cccc2C(=O)N([C@@H](C)CO)C[C@@H]1C
  . | 0.9
Cc1nn(C)c(C)c1CNC(=O)c1cnn2c1NC(c1ccc(Br)cc1)CC2C(F)(F)F (stereo not given)
  -8.1 | 0.3
O=C(C[C@H]1C=C[C@H](NC(=O)Nc2ccc3c(c2)OCO3)[C@@H](CO)O1)NCc1ccccc1
  5.3 | 0.2
CCCN(C)C[C@@H]1Oc2ncc(-c3ccccc3OC)cc2C(=O)N([C@@H](C)CO)C[C@@H]1C
  3.5 | -0.1
CCC(=O)N1C[C@H](C)[C@@H](OC)CN(C)C(=O)c2cc(NC(=O)Nc3cccc(F)c3)ccc2OC[C@H]1C
  -7.8 | 0.3
O=C(N/N=C/c1cccc(OCCO)c1)c1ccccc1O
  -4.3 | .
Cc1ccc(S(=O)(=O)N(C)C[C@H]2Oc3ccc(NC(=O)Nc4ccc(F)cc4)cc3C(=O)N([C@@H](C)CO)C[C@H]2C)cc1
  -2.0 | -3.6
O=C(Nc1ccc(F)cc1)N[C@H]1C=C[C@H](CC(=O)N2CCCCC2)O[C@@H]1CO
  4.3 | 0.2
C[C@@H]1CN([C@H](C)CO)C(=O)c2cc(-c3ccccc3)cnc2O[C@@H]1CN(C)C(=O)Cc1cccnc1
  3.0 | .
C[C@@H]1CN([C@H](C)CO)C(=O)c2cc(NC(=O)CCN3CCOCC3)ccc2O[C@@H]1CN(C)S(=O)(=O)c1ccc(F)cc1
  -7.0 | 0.0
C[C@H]1CN([C@@H](C)CO)C(=O)c2c(c3ccccc3n2C)-c2ccccc2CO[C@@H]1CN(C)Cc1ccncc1
  -12.7 | .
O=C(O)CC(C(=O)Nc1ccc(Cl)cc1)N1CCCC1 (stereo not given)
  . | 2.9
C[C@@H]1CN([C@H](C)CO)C(=O)c2cc(-c3cccnc3)cnc2O[C@H]1CN(C)Cc1ccc(Oc2ccccc2)cc1
  . | -0.7
CCn1c(SCC(N)=O)nnc1-c1sc2cc(Cl)ccc2c1Cl
  3.8 | -0.2
C=CCNC(=O)[C@@H]1[C@H]2C(=O)O[C@H](c3ccccc3)[C@H](c3ccccc3)N2[C@H](c2ccccc2OCCO)[C@@]12C(=O)Nc1ccc(C#CC3=CCCCC3)cc12
  -35.8 | .
COc1ccccc1C#Cc1cnc2c(c1)C(=O)N([C@@H](C)CO)C[C@@H](C)[C@H](CN(C)C(=O)CC1CC1)O2
  -0.6 | -2.9
C[C@@H]1CN([C@H](C)CO)C(=O)CCCn2cc(nn2)CO[C@@H]1CN(C)Cc1cccc(O)c1
  5.5 | .
C[C@@H]1CCCCO[C@@H](CN(C)Cc2ccc(Cl)c(Cl)c2)[C@H](C)CN([C@H](C)CO)C(=O)c2cc(NC(=O)Nc3ccc(C(F)(F)F)cc3)ccc2O1
  . | 0.0
COc1ccc(S(=O)(=O)N[C@@H]2C=C[C@@H](CC(=O)NCCc3ccccc3)O[C@H]2CO)cc1
  13.8 | 0.5
Cc1ccc(-c2nc3ncccc3o2)cc1NC(=O)COc1cc(Cl)c(Cl)cc1Cl
  2.1 | 0.6
C[C@@H]1CN([C@H](C)CO)C(=O)c2cc(NC(=O)Nc3cccc4ccccc34)ccc2O[C@@H]1CN(C)S(=O)(=O)c1ccccc1
  -4.7 | 0.2
C[C@H](CO)N1C[C@H](C)[C@@H](CN(C)S(=O)(=O)c2ccccc2)Oc2ccc(NS(=O)(=O)c3ccccc3)cc2CC1=O
  . | -0.3
C[C@@H]1CN([C@H](C)CO)C(=O)c2cc(C#CC3CCCCC3)cnc2O[C@@H]1CN(C)Cc1cncnc1
  -3.9 | -1.3
CNC[C@H]1Oc2c(NS(=O)(=O)c3ccc(C)cc3)cccc2C(=O)N([C@H](C)CO)C[C@@H]1C
  -7.4 | 1.2
C[C@@H]1CN([C@H](C)CO)C(=O)c2cc(N(C)C)ccc2O[C@H]1CN(C)C(=O)NC1CCCCC1
  2.1 | 1.9
CNC[C@H]1Oc2cc(C#Cc3ccncc3)ccc2S(=O)(=O)N([C@H](C)CO)C[C@@H]1C
  -26.3 | 4.4
C[C@H]1CN([C@@H](C)CO)C(=O)c2cc(C3=CCCC3)cnc2O[C@H]1CN(C)C(=O)C1CCOCC1
  -7.7 | .
O=C(C[C@@H]1CC[C@@H](NC(=O)c2ccncc2)[C@H](CO)O1)NCCc1ccncc1
  2.4 | 0.0
Cc1ccc(NC(=O)CC2NC3CCCCC3NC2=O)cc1C (stereo not given)
  -9.4 | 0.2
CN=c1scc(C)n1NC(=O)Nc1ccc(Cl)cc1
  15.7 | 0.7
C[C@@H]1CN([C@H](C)CO)C(=O)Cc2cc(NS(=O)(=O)c3cccs3)ccc2O[C@H]1CN(C)C(=O)Nc1ccccc1
  . | 0.7
COc1ccc(-c2cc(=O)c3cc(OC)ccc3o2)cc1
  7.3 | -0.2
C[C@@H]1CN([C@@H](C)CO)C(=O)Cc2cc(NC(=O)CCCCCC(=O)Nc3ccccc3N)ccc2O[C@H]1CN(C)S(=O)(=O)c1ccccc1
  . | 1.0
CC(C)NC(=O)N(C)C[C@@H]1Oc2ccc(NC(=O)CCN3CCOCC3)cc2C(=O)N([C@H](C)CO)C[C@@H]1C
  16.4 | 0.0
O=C(NC1CCCC1)N[C@@H]1CC[C@H](CC(=O)N2CCOCC2)O[C@@H]1CO
  -7.1 | 0.3
C[C@@H]1CN([C@H](C)CO)S(=O)(=O)c2ccc(Br)cc2O[C@H]1CN(C)Cc1cccc(C(=O)O)c1
  0.6 | .
COc1ccc(NC(=O)CN(c2cc(C)ccc2OC)S(C)(=O)=O)cc1Cl
  4.6 | 0.1
C[C@H]1CN([C@@H](C)CO)C(=O)c2cc(NS(=O)(=O)c3ccccc3)ccc2O[C@@H]1CN(C)Cc1ccc(Oc2ccccc2)cc1
  . | 0.2
C[C@@H]1CN([C@@H](C)CO)C(=O)c2cc(NC(=O)Nc3cccc4ccccc34)ccc2O[C@@H](C)CCCCO[C@@H]1CN(C)C(=O)CCCN(C)C
  . | -21.3
CO[C@H]1CN(C)C(=O)c2ccc(NS(C)(=O)=O)cc2OC[C@H](C)N(C(=O)CC2CC2)C[C@H]1C
  -2.1 | 0.1
Cc1ccc(-c2cnc3c(c2)C(=O)N([C@H](C)CO)C[C@@H](C)[C@@H](CN(C)C(=O)CN(C)C)O3)cc1
  1.3 | 0.1
C[C@@H]1CN([C@H](C)CO)C(=O)c2cccc(NS(=O)(=O)c3cccs3)c2O[C@@H]1CN(C)C
  . | 1.0
O=c1c2ccccc2nc(/C=C/c2cc(Br)ccc2O)n1CCCO
  -4.7 | 6.3
C[C@@H]1CN([C@H](C)CO)C(=O)c2cccc(NS(=O)(=O)c3ccccc3)c2O[C@H]1CN(C)C(=O)NC1CCCCC1
  6.0 | .
Cc1ccc(S(=O)(=O)N(C)C[C@H]2Oc3cc(C#Cc4ccccc4)ccc3S(=O)(=O)N([C@@H](C)CO)C[C@@H]2C)cc1
  . | -0.2
C[C@H](CO)N1C[C@H](C)[C@H](CN(C)S(=O)(=O)c2ccc(F)cc2)Oc2ncc(-c3ccncc3)cc2C1=O
  1.7 | 13.8
COc1cc(-c2coc3cc(OCc4ccccc4)c(OC)c(O)c3c2=O)cc(O)c1OC
  -1.4 | -0.1
Nc1nc(SCC(=O)c2ccc3c(c2)OCCO3)n[nH]1
  -0.9 | 0.3
CCCc1cn(CC[C@H]2CC[C@H](NC(=O)Nc3ccccc3F)[C@H](CO)O2)nn1
  -0.6 | 0.2
COC(=O)C(O)(c1ccc(NC(=S)NC(=O)c2ccc(Cl)cc2Cl)c(OC)c1)C(F)(F)F (stereo not given)
  28.3 | -0.2
CN(C)CC(=O)Nc1ccc2c(c1)[C@H]1C[C@H](CC(=O)NCc3ccncc3)O[C@@H](CO)[C@H]1O2
  5.0 | -0.2
C=CCN1CCc2nc(N)sc2CC1
  -9.5 | 2.7
COc1cccc(NC(=O)CC2COc3ccccc3O2)c1 (stereo not given)
  . | 5.8
CCCNC(=O)N1C[C@@H](C)[C@@H](OC)CN(C)C(=O)c2ccc(NS(=O)(=O)CC(F)(F)F)cc2OC[C@H]1C
  4.2 | 0.5
O=C(NCC[C@@H]1CC[C@@H](NS(=O)(=O)c2ccc(F)cc2)[C@H](CO)O1)Nc1ccc(Cl)cc1
  -15.6 | -0.3
O=C(Nc1ccc2c(c1)OCO2)N[C@H]1CC[C@H](CC(=O)N2CCN(c3ccccc3)CC2)O[C@@H]1CO
  -4.3 | 0.1
COc1ccc(NC(=O)Nc2cccc3c2O[C@H](CN(C)C(=O)NC2CCCCC2)[C@H](C)CN([C@H](C)CO)C3=O)cc1
  -9.8 | 1.8
COc1ccc(S(=O)(=O)Nc2cccc3c2O[C@@H](CN(C)S(C)(=O)=O)[C@@H](C)CN([C@@H](C)CO)C3=O)cc1
  . | -11.1
Cc1noc(C)c1NC(=O)Nc1ccc2c(c1)C(=O)N([C@H](C)CO)C[C@H](C)[C@@H](CN(C)C(=O)Nc1ccc(F)cc1)OCCCC[C@@H](C)O2
  . | 1.0

The list continues:
Every second line gives: EZH2 inh | IDH1 R132H inh
COc1ccc(NC(=O)Nc2ccc3c(c2)CC(=O)N([C@@H](C)CO)C[C@H](C)[C@H](CN(C)S(C)(=O)=O)O3)cc1
  . | 1.5
C[C@H](CO)N1C[C@H](C)[C@H](CN(C)C(=O)C2CCCCC2)OCc2cn(nn2)CCCC1=O
  1.4 | 2.6
CCOc1ccc(N2C(=O)CS(=O)(=O)C2c2ccccc2)cc1 (stereo not given)
  -5.2 | .
COc1ccc2cc([C@H](C)CO)ccc2c1
  -24.7 | 0.1
Cc1noc(C)c1NC(=O)N(C)C[C@@H]1OCCCC[C@H](C)Oc2ccc(NS(=O)(=O)c3cccs3)cc2C(=O)N([C@H](C)CO)C[C@@H]1C
  . | 2.0
CCCC(=O)Nc1ccc2c(c1)OC[C@@H](C)N(Cc1ccccc1)C[C@@H](C)[C@H](OC)CN(C)C2=O
  -12.5 | 0.0
CO[C@@H](CN(C)C(=O)c1ccccc1F)[C@@H](C)CN([C@H](C)CO)S(=O)(=O)c1ccccc1
  -4.4 | -0.1
O=C1N(O)C2(C=CCCC2)/C(=N/O)C12CCCCC2 (stereo not given)
  23.3 | .
O=C(C[C@@H]1C[C@@H]2c3cc(NC(=O)C4CCOCC4)ccc3O[C@@H]2[C@H](CO)O1)NCc1ccc(Cl)cc1
  -15.5 | -0.2
COc1ccc(NC(=O)N(C)C[C@H]2Oc3ccc(NC(=O)NC4CCCCC4)cc3C(=O)N([C@@H](C)CO)C[C@H]2C)cc1
  -10.3 | -2.3
Cc1c(CCC(=O)O)c(=O)oc2cc(OCc3ccc(Br)cc3)ccc12
  22.9 | 0.2
COCCOC(=O)N1C(=O)[C@@]2(c3cc(C#CCC(C(=O)OC)C(=O)OC)ccc31)[C@H](C(=O)N1CCN(c3ncccn3)CC1)[C@H]1C(=O)O[C@H](c3ccccc3)[C@H](c3ccccc3)N1[C@@H]2c1ccccc1OCCO
  -6.5 | 0.0
C[C@H](CO)N1C[C@H](C)[C@@H](CN(C)Cc2ccc3c(c2)OCO3)Oc2ccc(NC(=O)CCCCCC(=O)Nc3ccccc3N)cc2CC1=O
  . | 1.0
Cc1ccccc1-c1nc(SCC(=O)Nc2sc3c(c2C#N)CCCC3)n[nH]1
  55.4* | 0.0
CN(C)c1ccc(-c2[nH]c(=S)[nH]c(=O)c2C#N)cc1
  -4.9 | -5.5
COc1ccccc1CNC(=O)C[C@H]1C=C[C@H](NC(C)=O)[C@H](CO)O1
  -6.8 | -0.3
c1ccc(COc2ccc(Oc3nc(N4CCOCC4)nc(N4CCOCC4)n3)nn2)cc1
  -6.5 | 0.0
O=C(CC1CC1)Nc1ccc2c(c1)[C@H]1C[C@H](CC(=O)NC3CCCCC3)O[C@@H](CO)[C@H]1O2
  -8.9 | 0.1
COCC(=O)Nc1ccc2c(c1)[C@H]1C[C@H](CC(=O)O)O[C@H](CO)[C@H]1O2
  2.6 | -1.4
C[C@@H]1CCCCO[C@H](CN(C)Cc2ccc3c(c2)OCO3)[C@@H](C)CN([C@@H](C)CO)C(=O)c2cc(NS(=O)(=O)c3ccc(F)cc3)ccc2O1
  . | 1.2
C[C@H](CO)N1C[C@H](C)[C@@H](CN(C)C(=O)CCN2CCCCC2)Oc2ncc(C#Cc3ccccc3)cc2C1=O
  -14.5 | -3.2
CC(C)NC(=O)N(C)C[C@@H]1OCCCC[C@H](C)Oc2ccc(NS(=O)(=O)c3cn(C)cn3)cc2C(=O)N([C@@H](C)CO)C[C@@H]1C
  . | 0.7
C[C@@H]1CCCCO[C@H](CN(C)CC2CCCCC2)[C@H](C)CN([C@@H](C)CO)C(=O)c2cc(NS(C)(=O)=O)ccc2O1
  -3.8 | 1.5

6 records picked at random from the list so far, as already listed:
Every second line gives: EZH2 inh | IDH1 R132H inh
C[C@H](CO)N1C[C@H](C)[C@@H](CN(C)Cc2ccc3c(c2)OCO3)Oc2ccc(NC(=O)CCCCCC(=O)Nc3ccccc3N)cc2CC1=O
  . | 1.0
O=C1N(O)C2(C=CCCC2)/C(=N/O)C12CCCCC2 (stereo not given)
  23.3 | .
COc1ccc(NC(=O)N(C)C[C@H]2Oc3ccc(NC(=O)NC4CCCCC4)cc3C(=O)N([C@@H](C)CO)C[C@H]2C)cc1
  -10.3 | -2.3
O=C(C[C@@H]1C[C@@H]2c3cc(NC(=O)C4CCOCC4)ccc3O[C@@H]2[C@H](CO)O1)NCc1ccc(Cl)cc1
  -15.5 | -0.2
CN(C)c1ccc(-c2[nH]c(=S)[nH]c(=O)c2C#N)cc1
  -4.9 | -5.5
Cc1noc(C)c1NC(=O)N(C)C[C@@H]1OCCCC[C@H](C)Oc2ccc(NS(=O)(=O)c3cccs3)cc2C(=O)N([C@H](C)CO)C[C@@H]1C
  . | 2.0

From PubChem BioAssay
